# Screening data: PubChem, several laboratories
# Rac1 GTP hydrolysis = MgcRacGAP GTPase-activating activity inhibitors, confirmation, biochemical, ADP Hunter fluorescence; 340,000 compounds, 0.6% hits; inhibition, % at 30 µM; hits with a dose series show IC50 in µM; AID 624330; MgcRacGAP-stimulated Rac1 GTP hydrolysis, ADP Hunter fluorescence; higher % means a stronger effect; GST-tagged Rac1 F28L mutant substrate;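 active = first-screen hits whose inhibition reached a set limit at any dose in the follow-up dose series; inconclusive = inhibition above the set first-screen limit but never retested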;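 note: fluorescence reports GDP produced by GAP-driven GTP hydrolysis; strong numbers were not always called active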
# NTR1 ag = agonists of NTR1, primary screen, imaging, U2OS cells, beta-arrestin-GFP, high content (AID 493036) | P30989 | NTR1-U2OS beta-arrestin-GFP spot imaging, agonist mode | activation, % at 20 µM | 330,000 compounds, 0.17% hits;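 active = activation at or above 40% of the spot to cytoplasm intensity ratio, with at least 20 cells analyzed; inconclusive = wells under 20 cells, flagged as cytotoxic or low count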;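 note: 0% = DMSO without peptide and 100% = 100 nM NTR1 peptide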
# Target sequence (P30989 whole entry, looked up): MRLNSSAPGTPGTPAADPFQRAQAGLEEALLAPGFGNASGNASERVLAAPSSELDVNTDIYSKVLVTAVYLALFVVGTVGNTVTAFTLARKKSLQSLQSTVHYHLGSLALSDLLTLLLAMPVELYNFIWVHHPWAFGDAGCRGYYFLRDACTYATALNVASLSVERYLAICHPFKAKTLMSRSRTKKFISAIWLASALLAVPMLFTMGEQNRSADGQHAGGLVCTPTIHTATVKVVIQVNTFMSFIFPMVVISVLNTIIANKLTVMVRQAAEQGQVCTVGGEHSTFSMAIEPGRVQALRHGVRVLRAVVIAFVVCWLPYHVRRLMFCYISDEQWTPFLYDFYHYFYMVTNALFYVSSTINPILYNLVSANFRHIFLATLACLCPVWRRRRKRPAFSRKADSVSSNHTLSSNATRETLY
# PhoP inhibition = inhibitors of PhoP regulon expression, primary screen, Salmonella Typhimurium, GFP reporter (AID 1863); S. Typhimurium PhoP-regulated promoter GFP reporter, 4 h; higher % means a stronger effect; one-dose inhibition, % at 50 µM; IC50 in µM for titrated hits; 300,000 compounds, 0.16% hits;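 active = inhibition over 29.93%, a cutoff 3 SD above the screen mean, later confirmed by dose response; inconclusive = inhibition over 29.93% but no dose response follow-up; inactive = inhibition at most 29.93% or unconfirmed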;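 note: 0% = low Mg2+ inducing control and 100% = high Mg2+ repressing control; strong numbers were not always called active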
# RSV antiviral HEp-2 = RSV antiviral activity via CPE protection, HEp-2 cells, primary 10 µM value included (AID 2391). 310,000 compounds, 0.13% hits. HEp-2 cells, RSV-induced CPE inhibition; higher % means a stronger effect. CPE inhibition, % at 10 µM, or IC50 in µM where a hit was titrated; in the data active = a potency from the dose series; inconclusive = CPE inhibition mostly from about 23% at the one dose, without a potency; inactive = the rest, 99 in 100 with CPE inhibition below about 21%; note: strong numbers were not always called active
# NS5 inhibitors = flavivirus cap methylation enzyme inhibition – biochemical, confirmation dose response, primary screen (AID 588689). Dengue-2 NS5 methyltransferase capping enzyme assay, biochemical; higher % means a stronger effect. one-dose inhibition, % at 25 µM; IC50 in µM for titrated hits. 340,000 compounds, 0.3% hits; in the data active = a potency from the dose series; inconclusive = inhibition above about 29% without an active follow-up result
# SV40 large T antigen = SV40 large T antigen inhibitors, biochemical (AID 1903). SV40 large T antigen ATPase/helicase inhibition assay; higher % means a stronger effect. one-dose inhibition, % at 20 µM; IC50 in µM for titrated hits. 310,000 compounds, 0.39% hits; in the data active = a potency from the dose series; inconclusive = inhibition mostly from about 32% at the one dose, without a potency; inactive = the rest, 99 in 100 with inhibition below about 32%; note: strong numbers were not always called active
# West Nile virus CPE = West Nile virus antiviral activity, cell-based, CPE readout (AID 1621); West Nile virus-infected cells, CPE inhibition; higher % means a stronger effect; one-dose CPE inhibition, % at 10 µM; IC50 in µM for titrated hits; 290,000 compounds, 0.02% hits; in the data active = a potency from the dose series; inconclusive = CPE inhibition mostly from about 3.7% at the one dose, without a potency; inactive = the rest, 99 in 100 with CPE inhibition below about 2.2%; note: strong numbers were not always called active
# K1F lysis inhibition = inhibition of K1F phage lysis, E. coli UTI89, bacterial capsule biogenesis inhibitors, alamar blue (AID 488966) | E. coli UTI89 K1F phage lysis, alamar blue, 2 h; higher % means a stronger effect | one-dose inhibition, % at 100 µM; IC50 in µM for titrated hits | 340,000 compounds, 0.02% hits;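 active = phage lysis inhibition, versus mean bacterial control, above a set limit; inconclusive = no clear call, values can overlap the other calls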;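 note: capsule biogenesis inhibitors block K1F phage lysis so surviving cells raise fluorescence; higher fluorescence means more inhibition of phage lysis; actives were called in the ten point dose series up to 300 µM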
# T cell modulator = T cell immune modulators affecting CD8 T cell-vesicle binding; 330,000 compounds, 0.068% hits; AID 2052; 2C CD8+ T cell-vesicle binding, flow cytometry; hits give low values; calls only at 7 µM;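 active = response, share of CD8 T cells binding vesicles, and their 90th percentile fluorescence all below set limits, cut at about 80% in these data, passing the limit was not always enough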
#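 Read-out – percent CD8+ FL2 mean versus row control · System – murine 2C transgenic CD8+ T lymphocytes · Times – 1.5 h cell–vesicle binding at 37 °C, then 20 min icy labelling · Control set – naked vesicles low, QL9 vesicles with vehicle high · Detection – cytometric PE anti-B7-1 and Alexa647 anti-CD8 signals after 1% paraformaldehyde fixation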
# T cell modulator vesicle-bound % = also measured in T cell modulator; calls as there; double positive events, %; measured here: CD8+ vesicle-bound cell fraction;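 binding gate set so that unloaded-vesicle control wells show 10% double positive cells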
# NTR1 ag cell count 20 µM = further read-out of NTR1 ag, marked with its call; cell count; measured here: cell count, cytotoxicity flag
# NS5 inhibitors pilot replicate = recorded beside NS5 inhibitors, whose call it bears; inhibition, %; measured here: pilot screen replicate inhibition
# Numbers without * were called inactive; i = inactive; ? = inconclusive; / = no result given; [ ] = another dose, or the depositor's remark.
SMILES,Rac1 GTP hydrolysis,NTR1 ag,NTR1 ag cell count 20 µM,PhoP inhibition,RSV antiviral HEp-2,NS5 inhibitors,SV40 large T antigen,West Nile virus CPE,K1F lysis inhibition,T cell modulator,T cell modulator vesicle-bound %,others
Cc1cc(N2CCOCC2)n2nc(-c3cccc(F)c3)cc2n1,1%,1.7,59,1%,-1.2%,-3%,3%,0.1%,-0.5%,i,24,
Cc1c(Cl)cccc1NC(=S)NC1CC1,3%,0.2,37,3%,1.3%,-6%,4%,0.1%,0.1%,i,42,
N#CCN1C(=O)C(=O)N(Cc2cccc(C(F)(F)F)c2)C1=O,3%,0.6,75,0%,4.3%,1%,4%,0.5%,0.9%,i,46,
CCOc1ccc(N(Cc2cc3cc(C)ccc3[nH]c2=O)S(=O)(=O)c2ccccc2)cc1,9%,4.3,53,-6%,2.0%,-1%,21%,0.5%,-0.1%,i,13,
CN(CC(=O)Nc1ccc(F)cc1)C(=O)c1ccc(OCc2ccccc2)cc1,-2%,3.5,72,/,/,-12%,/,/,0.9%[50 µM],/,/,
COc1ccc(-n2c(SCC(=O)Nc3ccc(C(N)=O)cc3)nc3ccccc3c2=O)cc1OC,11%,1.1,103,0%,-0.9%,-5%,3%,-0.3%,-0.2%,i,62,
COc1cccc(NC(=O)c2ccccc2F)c1,-4%,-3.1,63,9%,0.9%,-8%,6%,/,-0.4%,i,14,
O=C(CCS(=O)(=O)c1ccc(Cl)cc1)N1CCN(c2ccc(F)cc2)CC1,2%,-0.6,49,/,/,-14%,/,/,0.6%[50 µM],i,32,
O=C(NNC(=O)C1CC=CCC1C(=O)O)c1cccs1 (centres undefined),5%,1.3,28,-1%,2.3%,0%,7%,0.1%,2.0%,i,51,
CCOC(=O)C(C)n1cnc2sc(C)c(C)c2c1=O (centres undefined),-6%,8.4,81,-1%,1.4%,-5%,25%,0.2%,-1.3%,i,29,
COc1cccc(C(=O)NNC2=C(C(=O)C(F)(F)F)CCC2)c1,/,1.0,46,-1%,/,/,10%,-0.1%,/,i,47,
COCCn1c(C)nnc1SCC(=O)Nc1ccccc1[N+](=O)[O-],-2%,-0.5,77,2%,1.3%,/,20%,0.6%,0.8%,i,60,
COc1ccc(-n2cc(CNCCc3nc(C)cc(C)n3)c(-c3ccccc3Cl)n2)cc1,3%,1.8,35,4%,-1.9%,0%,4%,-1.5%,0.0%,i,39,
Cn1nccc1C(=O)Nc1ccc2c(c1)OCO2,9%,0.9,52,-1%,0.7%,-3%,22%,-0.2%,-0.2%[50 µM],i,14,
Cc1ccc(NC(=O)CN(C)C(=O)CSc2nnnn2C)cc1,11%,-0.4,46,-3%,1.9%,4%,5%,-0.3%,2.4%[50 µM],i,50,
CCOC(=O)c1c(C)nc2c(c1-c1ccc(OC)cc1)C(=O)CC(C)(C)C2,4%,1.8,90,-5%,2.4%,-11%,4%,1.3%,0.8%,i,18,
Cc1ccc(Cl)c(OCC(=O)OC(C)C(=O)NC2CC2)c1 (centres undefined),13%,-0.9,65,0%,1.2%,6%,9%,/,1.8%[50 µM],i,53,
CN(C(=O)CSc1nc2[nH]ncc2c(=O)[nH]1)c1ccccc1,2%,3.1,60,-2%,-1.1%,-9%,9%,/,0.0%[50 µM],i,24,
Cc1c(S(=O)(=O)c2ccccn2)c(N)n(Cc2ccccc2Cl)c1C,13%,-1.0,52,-22%,/,-15%,12%,0.0%,0.5%,i,31,
CC(C)(C)c1ccc(OCCN2CCCC2)cc1,14%,1.0,41,-7%,-1.4%,-6%,3%,-0.7%,0.2%,i,12,
CCOC(=O)C1CCN(S(=O)(=O)c2ccc3c(c2)N(C(C)=O)CC(C)S3)CC1 (centres undefined),7%,1.8,72,2%,?,5%,-55%,3.0%,-0.2%,i,30,
O=C(NCc1ccccc1)c1ccc(CS(=O)Cc2ccc(Cl)cc2)o1 (centres undefined),5%,1.8,56,-7%,3.4%,11%,8%,-0.3%,0.1%,i,45,
COc1ccc(S(=O)(=O)N2CCOCC2)cc1NC(=O)CN1CCCC1,0%,-1.8,47,4%,2.0%,-6%,18%,0.0%,0.4%,i,34,
O=C(Nc1ccccc1)C(=O)Nc1ccc2c(c1)N(C(=O)C1CC1)CCC2,-2%,5.5,49,-3%,-0.8%,-11%,19%,/,0.5%[50 µM],i,51,
Cc1ccc(C2CC(c3ccccc3C)n3nc(N)nc3N2)cc1 (centres undefined),4%,-0.2,49,-6%,1.3%,2%,2%,-0.1%,-4.7%,i,67,

# Among those listed so far, two have an NH in an aromatic ring:
SMILES,Rac1 GTP hydrolysis,NTR1 ag,NTR1 ag cell count 20 µM,PhoP inhibition,RSV antiviral HEp-2,NS5 inhibitors,SV40 large T antigen,West Nile virus CPE,K1F lysis inhibition,T cell modulator,T cell modulator vesicle-bound %,others
CCOc1ccc(N(Cc2cc3cc(C)ccc3[nH]c2=O)S(=O)(=O)c2ccccc2)cc1,9%,4.3,53,-6%,2.0%,-1%,21%,0.5%,-0.1%,i,13,
CN(C(=O)CSc1nc2[nH]ncc2c(=O)[nH]1)c1ccccc1,2%,3.1,60,-2%,-1.1%,-9%,9%,/,0.0%[50 µM],i,24,

# Going on with the list.
SMILES,Rac1 GTP hydrolysis,NTR1 ag,NTR1 ag cell count 20 µM,PhoP inhibition,RSV antiviral HEp-2,NS5 inhibitors,SV40 large T antigen,West Nile virus CPE,K1F lysis inhibition,T cell modulator,T cell modulator vesicle-bound %,others
Cc1ccc(C(=O)O)cc1NC(=S)NC(=O)c1ccc([N+](=O)[O-])cc1Cl,2%,0.2,40,-15%,1.2%,-2%,5%,-0.1%,-3.5%,i,15,
O=C(NC1CCCc2ccccc21)c1ccc2c(c1)OCO2 (centres undefined),5%,-0.3,56,-4%,1.7%,-3%,9%,-1.3%,0.6%,i,45,
Cc1noc(C)c1CN(C(=S)NC(C)C)c1ccccc1,10%,-0.5,62,-10%,1.1%,-8%,11%,0.0%,1.6%,i,46,
Cc1cccc(C(=O)NNC(=O)c2ccco2)c1,10%,3.9,91,-3%,0.3%,-9%,5%,0.1%,-0.1%,i,45,
CN(C)CCCNc1oc(-c2cccc(Cl)c2)nc1C#N,17%,0.2,34,12%,-3.6%,-3%,11%,?,1.2%,i,29,
Cc1nn(-c2ccccc2)c(N2CCCC2)c1/C=N/NC(=S)Nc1ccccc1F,5%,5.2,44,4%,?,-2%,14%,-0.5%,2.9%,i,19,
COc1ccc(Cl)cc1NC(=O)COC(=O)c1ccc(Br)o1,-1%,2.7,62,/,/,-2%,/,/,-2.1%,i,26,
Cc1ccc(/C=N/n2c(-c3cccs3)n[nH]c2=S)cc1,14%,-0.1,52,-9%,0.1%,-2%,2%,1.2%,-0.1%,i,56,
COc1ccc([C@H]2[C@H](C(=O)OC(C)(C)C)N3N=Cc4ccccc4C3C23C(=O)c2ccccc2C3=O)c(OC)c1 (some centres undefined),2%,1.6,39,5%,4.5%,9%,36%,-0.4%,0.5%,i,50,
CCCS(=O)(=O)N1CCC(C(=O)NCCN(CC)c2ccccc2)CC1,8%,1.2,27,-7%,-0.4%,2%,-1%,0.1%,0.4%,i,3,
O=C(c1ccccc1F)c1cc2c(cc1[N+](=O)[O-])OCCO2,6%,-0.8,66,-8%,0.0%,-1%,1%,-1.0%,0.3%,i,35,
N#CCNC(=O)c1cccn1-c1ncc(C(F)(F)F)cc1Cl,6%,2.1,25,3%,1.6%,4%,5%,0.7%,0.3%,i,55,
COc1ccccc1CNc1nc2nc(C)c(Cl)c(=O)n2[nH]1,4%,-1.1,98,4%,0.4%,3%,3%,0.8%,-0.3%,i,31,NS5 inhibitors pilot replicate=-2.3
Cc1nc(Cc2nnc(SCC(=O)N3CCN(c4ccccc4)CC3)o2)cs1,5%,3.8,67,/,/,4%,/,/,1.8%[50 µM],/,/,
Cc1ccc(NP(=O)(Nc2ccc(C)cc2)Nc2ccc(C)cc2)cc1,19%,3.8,66,4%,0.1%,-9%,14%,-1.4%,0.8%,i,32,
CCCCCNc1nc(-c2ccccc2)nc(-n2ccnc2)n1,11%,1.4,48,3%,-0.4%,-4%,2%,0.1%,0.1%,i,14,
Cc1ccc(CN2CC(C(=O)N3CC(C)CC(C)C3)CC2=O)cc1 (centres undefined),5%,-0.8,51,-3%,1.8%,1%,5%,/,1.0%[50 µM],i,43,
O=C(CSc1nnc(C2CC2)n1CC1CCCO1)Nc1ccccc1Cl (centres undefined),1%,-2.3,36,-2%,2.4%,-4%,9%,1.3%,0.1%,i,29,
Cc1nn(-c2ccc(C(=O)OC(C)C)cc2)c(C)c1[N+](=O)[O-],8%,0.2,58,1%,0.6%,1%,-5%,0.1%,0.2%,i,32,

# Five compounds drawn at random from those above:
SMILES,Rac1 GTP hydrolysis,NTR1 ag,NTR1 ag cell count 20 µM,PhoP inhibition,RSV antiviral HEp-2,NS5 inhibitors,SV40 large T antigen,West Nile virus CPE,K1F lysis inhibition,T cell modulator,T cell modulator vesicle-bound %,others
COc1cccc(NC(=O)c2ccccc2F)c1,-4%,-3.1,63,9%,0.9%,-8%,6%,/,-0.4%,i,14,
CC(C)(C)c1ccc(OCCN2CCCC2)cc1,14%,1.0,41,-7%,-1.4%,-6%,3%,-0.7%,0.2%,i,12,
COc1ccc(-n2c(SCC(=O)Nc3ccc(C(N)=O)cc3)nc3ccccc3c2=O)cc1OC,11%,1.1,103,0%,-0.9%,-5%,3%,-0.3%,-0.2%,i,62,
N#CCNC(=O)c1cccn1-c1ncc(C(F)(F)F)cc1Cl,6%,2.1,25,3%,1.6%,4%,5%,0.7%,0.3%,i,55,
Cc1nc(Cc2nnc(SCC(=O)N3CCN(c4ccccc4)CC3)o2)cs1,5%,3.8,67,/,/,4%,/,/,1.8%[50 µM],/,/,
